Lipid storage S3 – qHTS Assay for Lipid Storage Modulators in Drosophila S3 Cells. Drosophila S3 cells, BODIPY lipid droplet fluorescence, 18-24 h; cells fed with added oleic acid. Potency in µM for hits, for the others lipid storage change, negative = inhibition, % at the top dose, mostly 46.1 µM. 320,000 compounds, 0.64% hits; active means well fitted inhibition curve with a large enough effect in the signal ratio, with a control signal flat, not every such curve was filed as active; inconclusive means small, poorly fitted or top-dose-only effect, or effect the other way, or a change in a side signal; the % refers to the signal ratio
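Laser-scanning cytometry quantifies lipid droplet accumulation (500–530 nm total intensity; droplet/cell object ratio) in oleic acid-fed (400 uM added) Drosophila S3 cells treated with a concentration series. 20 uM Triacsin C defined 100% inhibition.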
Lipid storage S3 cell count max – also measured in Lipid storage S3; calls as there; cell number change, %; measured here: cell count max response;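 cells counted by Cell Tracker Red CMTPX staining in the red channel; peak over a dose series mostly up to 46.1 µM; percent activity relative to internal control wells on each plate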
* = called active by the depositor. On the % scale 0 is the no-effect control and ±100 the full control effect; potency means the concentration at half of the fitted maximal effect.

For CCOC(=O)c1cc2sc(C)cc2n1C(C)C(=O)OCC (stereo not given) the results were Lipid storage S3 inactive.
`CCOC(=O)c1c(NC(=O)c2ccc(N3C(=O)C4C5C=CC(C5)C4C3=O)cc2)sc2c1CCCC2` (stereo not given) gave Lipid storage S3 12.5% and Lipid storage S3 cell count max 6.2.
`COc1ccc(C(=O)NNC(=O)C(=O)N2CCCCC2)cc1OC` gave Lipid storage S3 inconclusive.
Screening CC(=O)Nc1ccc(NC(=O)C(C)OC(=O)c2c(C)nn(-c3ccccc3)c2Cl)cc1 (stereo not given) returned Lipid storage S3 inconclusive.
For COc1ccc2oc(=O)c(C(=O)Nc3ccccc3O)cc2c1 the results were Lipid storage S3 inconclusive.
Screening O=C(NC1CCCCCC1)c1c(O)c2cccc3c2n(c1=O)CCC3 returned Lipid storage S3 inconclusive.
For COc1ccc(NS(=O)(=O)c2ccc3[nH]c(=O)[nH]c3c2)cc1OC the results were Lipid storage S3 inconclusive.
For CCc1cc2c(=O)c(-c3ccc4c(c3)OCCO4)coc2cc1OS(C)(=O)=O the results were Lipid storage S3 13.6% and Lipid storage S3 cell count max 5.9.
`OCC1(Cc2cccc(C(F)(F)F)c2)CCN(Cc2cc(F)cc(F)c2)CC1` gave Lipid storage S3 inconclusive.
`O=Cc1ccc(N2N=C(c3ccccc3)CC2c2ccccc2)cc1` (stereo not given) gave Lipid storage S3 2.3% and Lipid storage S3 cell count max -15.5.
c1cc2c(cc1CN1CCN(C3CCCCCC3)CC1)OCO2 was read as Lipid storage S3 -3.0% and Lipid storage S3 cell count max -23.4.
CC(C)(C)Sc1ccc2nc3c(n2c1)CCCC3 was read as Lipid storage S3 0.1% and Lipid storage S3 cell count max -7.7.
C[C@@H](NC(=O)[C@@H]1Cc2ccccc2CN1C(=O)OC(C)(C)C)C(=O)NCc1ccco1 was read as Lipid storage S3 inactive and Lipid storage S3 cell count max -5.2.
For CN1/C(=C\C(=O)Nc2ccc(F)cc2)C(C)(C)c2ccccc21 the results were Lipid storage S3 -15.1% and Lipid storage S3 cell count max -24.5.
Screening Fc1cccc(NC(=S)NCCCN2CCOCC2)c1 returned Lipid storage S3 -1.9% and Lipid storage S3 cell count max 11.7.
`CCOC(=O)Oc1ccc(/C=C2\N=C(C)OC2=O)cc1` gave Lipid storage S3 -3.9% and Lipid storage S3 cell count max -0.2.
`O=C(Cc1ccc(Cl)cc1)NNC(=S)NC(=O)c1cccs1` gave Lipid storage S3 -6.4% and Lipid storage S3 cell count max 4.2.
CC(C)c1ccc(-c2nnc(N)s2)cc1 was read as Lipid storage S3 inconclusive.
O=C(O)/C=C\C(=O)Nc1ccccc1C#Cc1ccccc1 was read as Lipid storage S3 -13.7%.
`CC1CCN(C2CCN(S(=O)(=O)c3ccc(C(F)(F)F)cc3)CC2)CC1` gave Lipid storage S3 inconclusive.
`CCSc1ncnc2c1sc1nc(-c3ccco3)c3c(c12)CC(C)(C)OC3` gave Lipid storage S3 inconclusive.
For CCCn1c(N)c(C(=O)CN(C)CC(=O)Nc2c(Cl)cccc2Cl)c(=O)[nH]c1=O the results were Lipid storage S3 inactive and Lipid storage S3 cell count max -5.8.
For CS(=O)(=O)c1ccc2nc(NC(=O)CN3CCN(Cc4ccccc4)CC3)sc2c1 the results were Lipid storage S3 inconclusive.
Screening C=CCNc1nc(C(=O)OCC)nc2ccccc12 returned Lipid storage S3 18.6%.
Screening COc1cc(C2NCC(c3ccc(Cl)cc3Cl)c3c2[nH]c2ccccc32)cc(OC)c1OC (stereo not given) returned Lipid storage S3 inconclusive.
`COCCn1c(SCC(=O)Nc2ccc3c(c2)OCCO3)nnc1-c1c[nH]c2ccccc12` gave Lipid storage S3 inactive and Lipid storage S3 cell count max -3.8.
Screening COc1ccc(NS(=O)(=O)c2ccc(O)c(NC(=O)c3cc4c(C)nn(-c5ccc(F)cc5)c4s3)c2)cc1 returned Lipid storage S3 inconclusive.
Screening CN(C)C(=O)COC(=O)c1ccccc1Sc1ccccc1C#N returned Lipid storage S3 9.3%.
Screening O=C(c1cccs1)N1CCC(Cc2ccccc2)CC1 returned Lipid storage S3 0.8% and Lipid storage S3 cell count max -1.6.
Screening Cc1nc2cccnc2nc1C returned Lipid storage S3 inconclusive.
Cc1occc1C(=O)NNC(=O)Nc1ccc([N+](=O)[O-])cc1 was read as Lipid storage S3 -0.6% and Lipid storage S3 cell count max -1.7.
Cc1cc(NC(=O)CSc2ccnc(=O)[nH]2)no1 was read as Lipid storage S3 28.4%.
`C=CCn1cnc2c(nnn2Cc2ccc(F)cc2)c1=O` gave Lipid storage S3 10.4% and Lipid storage S3 cell count max 15.2.
`Cc1ccc(NC(=O)CN(C)C2CCCCC2)cc1Cl` gave Lipid storage S3 inactive and Lipid storage S3 cell count max -34.1.
Screening O=C(O)[C@H](CO)Nc1ncnc2sc3c(c12)CCC3 returned Lipid storage S3 0.1% and Lipid storage S3 cell count max 0.8.
Screening COc1cc(-c2ccc3c(=O)c4ccccc4n(C)c3c2)cc(OC)c1OC returned Lipid storage S3 inconclusive.
For Cc1ccc(C)c(SCC(=O)NC(=O)Nc2ccc3c(c2)OCCO3)c1 the results were Lipid storage S3 inconclusive.
`Cc1ccc(N/C=C/C(=O)c2cccs2)cc1` gave Lipid storage S3 inconclusive.
Screening CC1CCN(c2nc(-c3cccnc3)nc3scc(-c4ccccc4)c23)CC1 returned Lipid storage S3 -12.6% and Lipid storage S3 cell count max -3.2.
`COc1ccc(CNC(=O)C(CCSC)NC(=O)c2ccco2)cc1` (stereo not given) gave Lipid storage S3 inconclusive.
Screening Cc1nn2c(NCCOCCO)c3c(nc2c1-c1ccccc1)CCC3 returned Lipid storage S3 -2.8% and Lipid storage S3 cell count max -7.1.
Screening COc1ccccc1Nc1ncc(C(=O)N2CCC(C(N)=O)CC2)c2ccccc12 returned Lipid storage S3 inactive.
`Cc1ccc(S(=O)(=O)Nc2nc3ccccc3nc2NCC2CCCO2)cc1` (stereo not given) gave Lipid storage S3 inconclusive.
`N#C/C(=C\c1ccc(-c2ccccc2Cl)o1)C(=O)Nc1nc2ccccc2s1` gave Lipid storage S3 inconclusive.
For COc1cc(NC(=O)c2ccc(Cl)cc2Cl)ccc1-c1cc2ccccc2oc1=O the results were Lipid storage S3 inconclusive.
Screening Cc1ccc(S(=O)(=O)Nn2cnnc2)cc1 returned Lipid storage S3 9.9%.
O=C(NCc1ccc2c(c1)OCO2)C(=O)NC1CCCCC1 was read as Lipid storage S3 inconclusive.
Screening COc1ccc(/C(C)=N/NC(=O)CNC(=O)c2ccncc2)cc1 returned Lipid storage S3 inactive and Lipid storage S3 cell count max -12.7.
CC(Cl)C(=O)NC(=O)NC12CC3CC(CC(C3)C1)C2 (stereo not given) was read as Lipid storage S3 inconclusive.
`CCOC(=O)c1c(C)nc2cc(C)ccn12` gave Lipid storage S3 9.4% and Lipid storage S3 cell count max 5.6.
COc1ccc(/C=C/c2nc(-c3ccccc3O)n[nH]2)cc1 was read as Lipid storage S3 inconclusive.
For O=C(CC(=O)NC1CCCCC1)N/N=C/c1ccccc1F the results were Lipid storage S3 inconclusive.
For CC(C)c1nnc(NC(=O)c2cccc(NC(=O)C(F)(F)F)c2)s1 the results were Lipid storage S3 inconclusive.
Cc1onc(-c2ccccc2Cl)c1C(=O)Nc1cccc(S(=O)(=O)NC2=NCCC2)c1 was read as Lipid storage S3 inconclusive.
COc1ccccc1/C=C/C(=O)Nc1ccc(N2CCOCC2)cc1 was read as Lipid storage S3 inconclusive.
Cc1nn(C(=O)c2ccco2)c(C)c1Sc1ccc(Cl)cc1 was read as Lipid storage S3 9.5% and Lipid storage S3 cell count max 4.4.
For O=C(Nc1ccc(-c2nc3cccnc3s2)cc1)c1ccc(Cl)nc1 the results were Lipid storage S3 inconclusive.
For COc1ccc(C2NC(=O)c3sc(=S)n(-c4ccccc4)c3N2)cc1 (stereo not given) the results were Lipid storage S3 inconclusive.
Screening O=C(NNC(=O)C1CCN(Cc2ccc(Cl)c(Cl)c2)CC1)c1cccs1 returned Lipid storage S3 inconclusive.
`CCc1ccc(Cn2nnc(C(=O)Nc3ccc(OC)cc3OC)c2N)cc1` gave Lipid storage S3 inconclusive.

The closing 5 records of the part above lead into the next:
Cc1nn(C(=O)c2ccco2)c(C)c1Sc1ccc(Cl)cc1 was read as Lipid storage S3 9.5% and Lipid storage S3 cell count max 4.4.
For O=C(Nc1ccc(-c2nc3cccnc3s2)cc1)c1ccc(Cl)nc1 the results were Lipid storage S3 inconclusive.
For COc1ccc(C2NC(=O)c3sc(=S)n(-c4ccccc4)c3N2)cc1 (stereo not given) the results were Lipid storage S3 inconclusive.
Screening O=C(NNC(=O)C1CCN(Cc2ccc(Cl)c(Cl)c2)CC1)c1cccs1 returned Lipid storage S3 inconclusive.
`CCc1ccc(Cn2nnc(C(=O)Nc3ccc(OC)cc3OC)c2N)cc1` gave Lipid storage S3 inconclusive.
Screening Cc1csc(=O)n1CCC(=O)OCC(=O)NNC(=O)c1ccc(Br)cc1 returned Lipid storage S3 inconclusive.
For Cc1cccc(NC(=O)c2nc[nH]c2C(=O)N2CCN(C(=O)OC(C)(C)C)CC2)c1 the results were Lipid storage S3 inconclusive.
Screening CC(=O)c1ccc(Sc2ccc(C(C)=O)cc2)cc1 returned Lipid storage S3 inconclusive.
`O=C(CN(Cc1ccccc1C(F)(F)F)C(=O)CNC(=O)c1ccco1)NC1CCCC1` gave Lipid storage S3 inconclusive.
Cc1ccc(C)c(N(C)C(=O)COc2cc(=O)n(C)c3ccccc23)c1 was read as Lipid storage S3 inconclusive.
COc1cc(C(=O)OCC(=O)Nc2ccc(C)cc2)cc(OC)c1OC was read as Lipid storage S3 inconclusive.
CC(=O)N1c2ccc(S(=O)(=O)N3CCC(C(=O)NCc4ccc(F)cc4)CC3)cc2CC1C (stereo not given) was read as Lipid storage S3 inactive and Lipid storage S3 cell count max 16.1.
Screening Cc1ccc(NC2CCCN(C(=O)CCCN3CCCCC3=O)C2)cc1C (stereo not given) returned Lipid storage S3 26.6% and Lipid storage S3 cell count max -11.0.
CCc1nn(-c2cc(Oc3ccccc3)nc(-c3ccccc3)n2)c(N)c1C#N was read as Lipid storage S3 inconclusive.
`COc1ccccc1N1CCN(c2nc3ccccc3nc2C(C#N)C(=O)OC(C)C)CC1` (stereo not given) gave Lipid storage S3 inconclusive.
Cc1cc(C)n(C(=O)C2CCCN2S(=O)(=O)c2ccc(Cl)cc2)n1 (stereo not given) was read as Lipid storage S3 inconclusive.
`COc1ccc(NC(=O)C(OC(=O)c2cnccn2)c2ccccc2)cc1Cl` (stereo not given) gave Lipid storage S3 inconclusive.
Screening CCOC(=O)C1=C(C)NC(=S)NC1c1ccc(C)s1 (stereo not given) returned Lipid storage S3 inconclusive.
Screening NC(=O)C1CCN(C(=O)/C=C/c2ccccc2[N+](=O)[O-])CC1 returned Lipid storage S3 -2.7% and Lipid storage S3 cell count max -5.7.
C=CCn1c(SC)nc2sc3c(c2c1=O)CCc1ccccc1-3 was read as Lipid storage S3 inconclusive.

Four records picked at random from those above:
`COc1ccc(NC(=O)C(OC(=O)c2cnccn2)c2ccccc2)cc1Cl` (stereo not given) gave Lipid storage S3 inconclusive.
CCc1nn(-c2cc(Oc3ccccc3)nc(-c3ccccc3)n2)c(N)c1C#N was read as Lipid storage S3 inconclusive.
CC(=O)N1c2ccc(S(=O)(=O)N3CCC(C(=O)NCc4ccc(F)cc4)CC3)cc2CC1C (stereo not given) was read as Lipid storage S3 inactive and Lipid storage S3 cell count max 16.1.
Screening Cc1ccc(NC2CCCN(C(=O)CCCN3CCCCC3=O)C2)cc1C (stereo not given) returned Lipid storage S3 26.6% and Lipid storage S3 cell count max -11.0.

Following part.
Cc1cc2nc(CCN(Cc3cccnc3)C(=S)Nc3ccc(F)cc3)[nH]c2cc1C was read as Lipid storage S3 -5.8% and Lipid storage S3 cell count max -15.2.
`Cc1nnc(SCC2=C(C(=O)O)N3C(=O)C(NC(=O)Cn4nc(C(F)F)c(Cl)c4C)C3SC2)s1` (stereo not given) gave Lipid storage S3 inconclusive.
For CC[n+]1c(C=C2C=C(C)OC(C)=C2)sc2ccccc21 the results were Lipid storage S3 inconclusive.
For Cc1ccc(S(=O)(=O)Nc2ccc(S(=O)(=O)N3CCOCC3)cc2)cc1[N+](=O)[O-] the results were Lipid storage S3 inconclusive.
O=C(OCc1nnc(-c2ccccc2)o1)c1ccc2c(c1)C(=O)N(CCc1ccccc1)C2=O was read as Lipid storage S3 inactive and Lipid storage S3 cell count max 18.5.
Screening CCOC(=O)c1sc(C)nc1C1CCN(C(=O)OCC)CC1 returned Lipid storage S3 inconclusive.
CC(NC(=O)c1ccccc1Br)c1nnc(SCC(=O)NC2=NCCS2)n1C (stereo not given) was read as Lipid storage S3 inconclusive.
Screening Cc1csc(SCC(=O)Nc2nccs2)n1 returned Lipid storage S3 inconclusive.
`Cc1ccc(CSCC(=O)N(C)CC(=O)Nc2ccc(Br)cc2C)cc1` gave Lipid storage S3 inconclusive.
`CCOc1ccccc1-n1nnnc1SCC(=O)NC(=O)NCc1ccco1` gave Lipid storage S3 19.7% and Lipid storage S3 cell count max -13.7.
CCN1CCN(c2nc3c(c(=O)n(C)c(=O)n3C)n2Cc2cccc3ccccc23)CC1 was read as Lipid storage S3 inconclusive.
`COCCN(C(=O)COC(=O)CCC(=O)c1cccs1)c1c(N)n(Cc2ccccc2)c(=O)[nH]c1=O` gave Lipid storage S3 0.1% and Lipid storage S3 cell count max 1.5.
Screening N#Cc1ccc(C2=CC(=O)C[C@H](c3ccc(Cl)cc3)C2)cc1 returned Lipid storage S3 -7.6% and Lipid storage S3 cell count max -2.7.
Screening COc1cc(OC)c(C(=O)O/N=C(\N)c2ccc(C)cc2)cc1OC returned Lipid storage S3 inactive and Lipid storage S3 cell count max 20.4.

Screens deposited in PubChem BioAssay by National Center for Advancing Translational Sciences (NCATS).

Only part of the results is shown. The share of hits here may be higher or lower than overall.
